Screens as filed in PubChem.
hcDAF12 agonist: activators of H. contortus DAF-12 nuclear receptor; HEK293 hcDAF-12 lit1-tk-luc reporter, luminescence; 0% DMSO, 100% Δ7-dafachronic acid; activation, % at 6.8 µM; 1.4% of 370,000 active;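 active means activation above the mean of all tested compounds plus 3 SD, cut at about 5.5% in these data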;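 further: 100% = response to 3 µM Δ7-dafachronic acid high control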
DAX1 inh-1: DAX1 (NR0B1) inhibition, primary screen; AID 652010; 1.1% of 370,000 active; inhibition, % at 6.8 µM; HEK293T StAR-luciferase reporter, SF-1/DAX-1 repression relief;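 active means inhibition above the mean over all tested compounds plus 3 SD, cut at about 3.6% in these data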;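 further: 0% = DAX-1 cells with DMSO and 100% = cells lacking DAX-1 with DMSO; higher inhibition means more luminescence from relief of DAX-1 repression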
PLCb3 inh: blocks human PLC-beta3 enzyme activity | 0.18% of 370,000 active | Q01970 | inhibition, % at 12.2 µM | Purified PLC-beta3, fluorogenic substrate, fluorescence; in the data active means inhibition above about 11%;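 further: 0% = median of compound wells on plate and 100% = full blocker control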
FXN GAA850 act: increases GAA850 frataxin promoter reporter activity | HEK293 lucGAA850 FXN promoter luciferase reporter, 24 h; percent of 10 µM SAHA response | activation, % at 6 µM | 0.56% of 360,000 active | AID 540364;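 active means activation above the average of all compounds screened plus 3 SD, cutoff fixed separately per campaign, cut at about 7.5% in these data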;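 further: 0% = DMSO wells and 100% = 10 µM SAHA wells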
PLCg1 inh: inhibitors of human phospholipase C gamma1. P19174. purified PLC-gamma1, fluorogenic substrate, fluorescence. inhibition, % at 12.2 µM. 0.84% of 370,000 active. AID 720700; in the data active means inhibition above about 9.5%
DAX1 inh-2: inhibitors of human orphan nuclear receptor DAX1 (NR0B1); HEK293 Gal4-DAX1 luciferase reporter, luminescence; inhibition, % at 6.75 µM; P51843; 0.99% of 340,000 active; AID 504766;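 active means inhibition above the mean over all tested compounds plus 3 SD, cut at about 4.2% in these data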;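 further: 0% = DAX1-transfected cells with DMSO and 100% = empty-vector control cells with DMSO; inhibition shows as a rise in luminescence from relieved DAX1 repression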
hgDAF12 agonist: agonists of H. glycines DAF-12 nuclear receptor. HEK293 GAL4-hgDAF12 UAS-luciferase reporter, agonist luminescence; normalized to butyrate control. activation, % at 6.8 µM. 1.8% of 370,000 active;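 active means activation above a cutoff set at the mean of all screened compounds plus 3 SD, cut at about 10% in these data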;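 further: 0% = DMSO wells and 100% = sodium butyrate wells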
sPLA2-III inh: Inhibits HGIII-sPLA2 liposome hydrolysis, primary screen; inhibition, % at 12.2 µM; Q9NZ20; QFRET BODIPY PC-A2 liposome hydrolysis, fluorescence; AID 743126; 0.56% of 370,000 active;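 active means inhibition above mean plus 3 SD of compounds lying within the high and low control bounds, cut at about 19% in these data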;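 further: 0% = median of test compound wells and 100% = no enzyme DMSO wells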
ADAM17 inh: inhibits human ADAM17. inhibition, % at 6.95 µM. 0.83% of 370,000 active. recombinant ADAM17, EDANS/DABCYL FRET peptide cleavage. P78536;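 active means inhibition above the mean of compounds lying between control limits plus 3 SD, set per campaign, cut at about 8.5% in these data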;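 further: 0% = DMSO-only wells as the low control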
Target sequence (P78536 215-824 limits assumed): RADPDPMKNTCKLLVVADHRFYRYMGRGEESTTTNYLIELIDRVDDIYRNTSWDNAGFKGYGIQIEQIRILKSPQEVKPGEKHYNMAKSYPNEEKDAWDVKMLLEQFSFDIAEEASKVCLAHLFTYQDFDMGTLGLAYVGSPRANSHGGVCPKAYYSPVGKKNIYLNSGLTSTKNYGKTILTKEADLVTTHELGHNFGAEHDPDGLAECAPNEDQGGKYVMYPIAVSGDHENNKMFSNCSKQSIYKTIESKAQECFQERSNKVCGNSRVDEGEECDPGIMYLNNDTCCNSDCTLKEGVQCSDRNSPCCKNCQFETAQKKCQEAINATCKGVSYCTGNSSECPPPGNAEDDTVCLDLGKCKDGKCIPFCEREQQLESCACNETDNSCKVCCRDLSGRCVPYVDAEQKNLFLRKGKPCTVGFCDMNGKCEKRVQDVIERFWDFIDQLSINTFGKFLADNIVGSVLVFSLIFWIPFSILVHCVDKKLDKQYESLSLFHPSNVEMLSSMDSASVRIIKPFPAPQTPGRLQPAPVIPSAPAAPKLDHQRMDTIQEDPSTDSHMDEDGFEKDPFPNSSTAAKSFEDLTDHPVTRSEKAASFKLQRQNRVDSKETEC
ssDAF12 agonist: activators of S. stercoralis DAF-12 nuclear receptor. HEK293 ssDAF-12/GRIP1 lit1-tk-luc reporter, luminescence; % of 3 µM dafachronic acid response. 1% of 370,000 active. activation, % at 6.8 µM;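 active means activation above the mean over all tested compounds plus 3 SD, cut at about 0.9% in these data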;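 further: 0% = DMSO-only wells and 100% = 3 µM delta7-dafachronic acid wells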
ADAM10 inh: ADAM10 inhibition, QFRET primary screen; 0.62% of 370,000 active; AID 720582; O14672; recombinant ADAM10, EDANS/DABCYL FRET peptide cleavage, 3 h; inhibition, % at 7 µM;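 active means inhibition above a per-campaign cutoff equal to the mean of compounds falling between control-based bounds plus 3 SD, cut at about 20% in these data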;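 further: 0% = DMSO wells while the 100% control is not disclosed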
Target sequence (O14672 214-748 limits assumed): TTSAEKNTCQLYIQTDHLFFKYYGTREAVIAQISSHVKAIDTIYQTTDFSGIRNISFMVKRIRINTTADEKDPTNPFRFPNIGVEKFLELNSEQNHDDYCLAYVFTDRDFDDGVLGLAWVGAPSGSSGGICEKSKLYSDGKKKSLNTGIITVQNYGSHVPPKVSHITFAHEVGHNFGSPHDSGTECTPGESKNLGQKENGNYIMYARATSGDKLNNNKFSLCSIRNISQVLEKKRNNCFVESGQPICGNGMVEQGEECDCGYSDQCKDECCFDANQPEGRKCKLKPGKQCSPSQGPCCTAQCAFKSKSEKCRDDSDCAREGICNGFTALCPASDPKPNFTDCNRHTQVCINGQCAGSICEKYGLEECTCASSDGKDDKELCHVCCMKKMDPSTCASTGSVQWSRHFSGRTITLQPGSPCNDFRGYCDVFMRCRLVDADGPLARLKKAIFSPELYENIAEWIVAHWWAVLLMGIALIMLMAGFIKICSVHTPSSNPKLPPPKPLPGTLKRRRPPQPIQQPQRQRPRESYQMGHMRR
The depositor's hits bear a star; i = inactive; . = not tested or not shown.

SMILES	hcDAF12 agonist	DAX1 inh-1	PLCb3 inh	FXN GAA850 act	PLCg1 inh	DAX1 inh-2	hgDAF12 agonist	sPLA2-III inh	ADAM17 inh	ssDAF12 agonist	ADAM10 inh
O=C(NCC(F)(F)F)c1ccc(S(=O)(=O)NCCc2ccc3c(c2)OCCO3)cc1	1.9	-0.8	-2.4	-0.5	0.9	1.4	-0.9	2.5	-2.8	0.0	2.5
COc1cc(C(C(=O)NC2CCCC2)N(C(=O)c2snc(C(N)=O)c2N)c2ccccc2)cc(OC)c1OC (configuration not stated)	-1.8	-0.5	-197.6	1.4	-138.2	-0.1	-0.8	-4.1	-81.1	-1.1	-211.7
COc1ccc(-c2csc(NC(=O)CN3C(=O)CCC3=O)n2)cc1	-1.5	0.2	-3.6	1.2	-0.2	2.0	-3.2	3.7	-5.0	-1.4	-13.7
O=C(COc1ccc(/C=C2/NC(=O)NC2=O)cc1)Nc1ccc(F)cc1	-0.9	-1.3	-16.1	0.2	-5.1	-0.7	-0.8	-13.3	-15.0	-1.7	-68.0
Cn1cc(CNC(=O)CC2C(=O)NCCN2CC(C)(C)C)cn1 (configuration not stated)	-0.5	-0.4	-22.6	-0.5	-20.7	1.5	0.1	-0.5	-11.9	-1.4	-35.9
CCCCOc1ncnc2c1[nH]c1ccc(OC)cc12	0.8	1.0	-74.2	.	-48.4	.	8.1	2.9	-27.1	-0.8	-88.9
O=C(CCCCCCCCC(=O)N1CCCCC1)N1CCCCC1	-2.7	-1.6	6.3	-2.1	0.9	0.8	-4.6	-3.5	1.6	-2.0	-0.5
CS(=O)(=O)N(CC(=O)Nc1ccc2c(c1)OCCO2)c1ccc2c(c1)OCO2	1.1	-0.8	4.5	-1.1	3.0	2.1	-1.0	-7.8	-0.7	-0.9	-1.3
CCn1nc(C)cc1C(=O)N1CCCC(C(=O)c2cccc(OC)c2)C1 (configuration not stated)	-0.7	0.1	-4.0	-0.5	2.9	-0.6	-1.9	6.8	0.1	-1.3	6.8
COc1cc(C(C(=O)NC2CCCC2)N(C(=O)Cc2cccs2)C2CC2)cc(OC)c1OC (configuration not stated)	-0.1	0.8	-3.6	-0.3	1.4	-1.4	2.6	5.6	-0.1	-0.6	-14.1
NC(=O)c1ccsc1NC(=O)COC(=O)c1ccc(Cl)cc1	-0.4	-0.8	-1.0	1.5	-0.5	-0.4	1.5	4.7	-1.5	-1.2	-5.4
C=CCc1c(C)nc(SCc2ccccc2)[nH]c1=O	-0.4	-0.8	-4.4	0.7	4.0	2.6	-3.2	0.4	1.8	-0.6	-3.3
CC(C)c1ccc(S(=O)(=O)N2CCN(C(C)C(=O)Nc3ccccc3-c3ccccc3)CC2)cc1 (configuration not stated)	-1.7	-0.3	-1.0	-2.9	3.5	-0.7	-1.2	-9.4	1.3	-1.6	8.7
Cc1c(C(=O)N2CCCCC2)oc2ccccc12	-0.9	0.6	0.8	0.1	-3.5	1.1	3.9	-4.8	-0.5	-1.0	-0.4
O=S(=O)(Nc1ccc(N2CCOCC2)cc1)c1cccs1	-0.6	-0.3	1.5	0.6	-3.4	-0.6	0.8	4.3	-3.0	-0.9	-4.6
COc1ccc(Oc2c(O)c3ccccc3n(C)c2=O)cc1	0.8	-0.2	-2.4	1.1	-2.7	0.1	-4.8	-3.2	-0.8	-0.7	-5.2
CCN(CC(=O)Nc1c(F)cccc1F)C(=O)c1ccc(N2CCOCC2)c([N+](=O)[O-])c1	-1.2	-0.4	-6.2	2.2	-4.4	-0.7	1.8	5.8	-0.9	-0.8	2.6
CC1(C)OC(=CC=Nc2ccc(Cl)cc2)OC1(C)C	-0.9	-0.4	-53.6	-2.5	-33.6	-1.1	1.5	7.6	-19.4	-0.9	-25.5
O=C(Nc1cc(Cl)ccc1Cl)C1CC(=O)N(c2ccc(Br)cc2)C1 (configuration not stated)	0.7	0.2	5.5	1.0	-0.8	3.2	-0.1	5.4	-1.7	-1.3	-5.2
CCN1N=C(c2ccccc2)Cn2c1nc1ccccc12	4.2	0.1	i	-0.7	i	0.0	-0.4	2.8	-140.0	-0.7	-410.4
CC(C)CNC(=O)OCc1cn(Cc2cccc(C(F)(F)F)c2)nn1	0.3	0.8	0.2	.	-2.7	.	-3.8	2.2	-4.1	-0.5	-4.4
N#CC(c1ccc(Cl)cc1)c1ncc(C(F)(F)F)cc1Cl (configuration not stated)	0.7	0.1	2.4	1.4	4.0	-0.8	-2.5	7.7	-0.7	-0.9	15.0
O=C(COc1ccc(Cl)cc1Br)NC(=O)NCc1ccccc1	0.3	-0.4	-2.5	0.5	1.1	-0.7	3.3	-1.1	-3.9	-1.8	0.3
CCO[C@H]1OC(C(=O)O)=C[C@@H](c2csc3ccccc23)[C@@H]1CCCO	0.1	0.1	-0.2	-1.1	-1.0	0.3	2.1	3.9	-4.9	-1.2	-10.8
C=CCC1(/C=N/O)CCOC(C)(C)C1 (configuration not stated)	1.1	-0.4	-6.7	0.8	0.9	3.8	0.1	5.0	-3.7	0.6	-11.8

The final two compounds of the section above are carried over, then new ones follow.
SMILES	hcDAF12 agonist	DAX1 inh-1	PLCb3 inh	FXN GAA850 act	PLCg1 inh	DAX1 inh-2	hgDAF12 agonist	sPLA2-III inh	ADAM17 inh	ssDAF12 agonist	ADAM10 inh
CCO[C@H]1OC(C(=O)O)=C[C@@H](c2csc3ccccc23)[C@@H]1CCCO	0.1	0.1	-0.2	-1.1	-1.0	0.3	2.1	3.9	-4.9	-1.2	-10.8
C=CCC1(/C=N/O)CCOC(C)(C)C1 (configuration not stated)	1.1	-0.4	-6.7	0.8	0.9	3.8	0.1	5.0	-3.7	0.6	-11.8
Cc1ccc(C)c(NC(=O)c2cc(-c3cc(C)c(C)cc3O)n[nH]2)c1	1.6	0.3	6.0	5.5	2.8	0.1	3.8	-13.4	-1.3	-1.2	5.9
O=C(NCC1CCCO1)C1CCN(C2CCN(Cc3cccs3)CC2)CC1 (configuration not stated)	0.2	0.5	-3.5	-3.0	4.3	2.1	-1.9	-4.7	2.3	-0.8	10.6
COC(=O)C1CN(Cc2cn(Cc3ccc(F)cc3)nn2)CCS(=O)(=O)N1Cc1ccccc1 (configuration not stated)	-0.6	-1.1	3.0	.	-0.3	.	-2.0	-3.7	-1.5	-2.3	1.9
CC1(C)S/C(=N/N=C/c2cccs2)NC1=O	-0.8	-0.5	3.4	1.2	5.3	0.0	0.4	6.4	1.8	-1.4	10.4
NC(=O)NO	1.4	0.0	2.2	0.0	-0.1	0.1	0.2	3.9	-1.6	-0.5	4.4
CN(c1ccc(C(=O)N2CCOCC2)cc1)S(C)(=O)=O	-2.5	0.5	1.4	0.0	3.2	0.4	2.5	3.5	0.0	-1.5	-12.0
COC(=O)C(Cc1ccc(O)cc1)NS(=O)(=O)Cc1ccccc1 (configuration not stated)	1.5	-0.7	2.0	.	3.1	.	2.6	-0.5	-0.8	-0.1	-1.4
O=C(CN1CCCC1)Nc1sc2c(c1C(=O)Nc1ccccc1)CCCC2	4.0	-1.3	-6.9	0.7	-4.9	1.9	-2.1	3.3	0.3	-0.7	-6.6
O=S(=O)(NCCc1ccccc1)c1ccc(Cl)nc1	-1.6	-0.1	4.9	-1.5	2.6	2.5	-0.9	-6.4	0.6	-0.1	6.7
COc1cccc(N2C(=O)CC(N3CCN(CCN=CC4=C(O)CC(C)(C)CC4=O)CC3)C2=O)c1 (configuration not stated)	-0.7	-0.6	1.5	0.9	-0.4	0.6	1.6	-0.8	-0.9	-1.1	-1.3
O=C(c1cc2ccccc2cc1O)N1CCN(c2cccc(Cl)c2)CC1	0.4	-0.7	-112.7	1.9	-117.8	2.3	0.4	-62.5	1.0	-0.8	9.8
COc1ccc(Nc2nc3cc(C)ccc3cc2C#N)cc1	-1.1	0.0	-24.9	2.1	-11.0	-1.2	-0.6	2.9	-1.8	-1.1	-15.8
O=C(COC(=O)c1ccccc1NC(=O)c1ccco1)Nc1ncc(Cl)cc1Cl	-0.1	-0.2	-9.4	1.5	-8.1	-0.7	-0.6	-6.9	-8.4	-0.9	-19.1
O=C(Nc1cccc(Cl)c1Cl)c1ccc(-c2ccccc2)cc1	1.6	0.5	1.4	4.5	0.8	2.4	4.1	0.7	-4.6	0.1	-6.2
Cc1ccccc1OCC(=O)Nc1cccc(S(=O)(=O)NC2=NCCC2)c1	1.1	1.7	-4.5	1.2	3.1	-1.2	4.0	3.3	-5.2	-1.3	-11.9
C(=N\Nc1nncc2ccccc12)/c1ccccc1	7.7*	1.8	-19.5	1.6	-4.6	3.1	8.4	10.3	-5.9	0.3	-9.4
CS(=O)(=O)N(CC(=O)N1CCN(Cc2ccccc2)CC1)c1cccc([N+](=O)[O-])c1	1.7	-0.6	-2.7	1.3	2.4	0.0	-1.0	18.1	-9.3	-1.6	0.1
CCn1c2ccccc2c2nnc(SCC(=O)NCc3cccs3)nc21	-0.9	-0.6	-1.9	1.9	-5.3	-0.7	-1.1	2.2	0.1	-1.2	-2.3
Cn1c(=O)n(C)c2cc(N3CCOCC3)c(NC(=O)c3cccc(Cl)c3)cc21	-1.1	-0.5	-5.3	1.1	2.2	0.4	-0.1	-0.8	-2.9	-1.4	-3.6
Cc1ccc(OCc2nnc(SCC(=O)Nc3ccc(S(=O)(=O)Nc4cc(C)nc(C)n4)cc3)n2Cc2ccco2)cc1	-1.7	-0.9	3.4	.	-0.7	.	-1.6	-28.2	3.0	-1.6	-8.8
CC1=C/C(=N\NC(=O)c2cccs2)CC(C)(C)C1	4.2	1.0	-7.9	3.4	2.7	-0.1	16.6*	14.1	-0.5	-0.4	-10.5
CCn1c(CNC(=O)c2ccc(OC)cc2)nnc1SCC(=O)c1ccccc1	-1.1	0.0	-0.1	0.3	-1.8	-0.8	0.2	-14.7	-1.5	-1.1	0.8
CCOC(=O)c1cc2sccc2n1CC(=O)N1CCCc2ccccc21	-1.9	-0.6	2.7	-3.4	3.5	0.1	-1.6	-8.2	-1.1	-1.1	1.8
Cc1nonc1NC(=O)CSc1cn[nH]n1	-0.6	0.3	-4.2	2.5	-0.4	0.0	0.7	-4.2	-0.4	-0.8	0.5
Cc1nc2c(-c3ccccc3)c(C)nn2c(C)c1CCC(=O)NCc1ccco1	-2.4	0.1	-59.3	-0.6	-48.2	0.3	-1.4	-7.8	-0.1	-2.1	-8.5
CCN(CC)c1ccc(S(=O)(=O)N2CCOCC2)cc1NC(=O)CN1C(=O)NC2(CCC(C)CC2)C1=O (configuration not stated)	-1.0	-1.1	-11.5	1.9	-3.2	-1.2	-0.6	-4.1	0.2	-0.5	-7.2
COC(=O)c1ccc(NN=Nc2ccc(C)cc2)cc1	6.0*	3.2	3.5	7.8*	0.6	-1.8	10.8*	-3.4	1.2	0.7	4.4
Cc1cc(C(=O)COC(=O)c2ccc3c(c2)NC(=O)CS3)c(C)n1CC1CCCO1 (configuration not stated)	-4.0	-0.5	-4.2	2.0	2.2	-1.0	-2.7	-4.1	5.1	-1.9	-0.7
COc1ccc(CCNC(=O)CSc2nc3[nH]ncc3c(=O)n2-c2ccc(Cl)cc2Cl)cc1OC	-2.1	-0.3	0.8	-0.7	1.1	2.8	-2.7	-16.3	2.4	-0.6	1.7
CCCOc1ccc(C(=O)NNC(=S)NC(=O)c2ccco2)cc1	1.1	-1.0	-15.8	-1.8	0.9	0.4	-2.9	30.5*	-1.2	-0.9	2.0

The order is random; about 6.9% have a hit in one of these screens.
